# Compound activity from PubChem BioAssay.
# FXIa mix inh: blocks human factor XIa in pooled compound mixtures. 62,000 tested, 0.19% active. AID 680. purified FXIa, fluorogenic substrate. inhibition, % at 5 µM;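 further: each value is inhibition by a whole ten-compound pool holding the compound; 0% = enzyme with no mixture and 100% = wells lacking enzyme; strong numbers were not always called active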
# CatL block: blocks human cathepsin L protease activity | P07711 | purified cathepsin L, fluorogenic substrate, fluorescence | inhibition, %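 (tested at 10 µM)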 | 58,000 tested, 0.17% active; in the data active means inhibition above about 45%;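 further: 0% = enzyme with no compound and 100% = no enzyme blank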
# Target sequence (P07711 114-288 limits assumed): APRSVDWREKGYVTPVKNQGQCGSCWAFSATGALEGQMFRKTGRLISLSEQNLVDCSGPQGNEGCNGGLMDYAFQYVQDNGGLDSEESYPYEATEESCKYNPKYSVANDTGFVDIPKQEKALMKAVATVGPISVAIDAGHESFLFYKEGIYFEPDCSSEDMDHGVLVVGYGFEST
# Target sequence (P07711 292-333 limits assumed): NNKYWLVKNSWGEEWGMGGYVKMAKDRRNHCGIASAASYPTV
# AP complement: orthogonal test for alternative complement pathway inhibitors; Human serum alternative complement pathway, LPS-coated ELISA, C3 deposition; tested in compound mixtures; inhibition, % at 5 µM; 62,000 tested, 0.08% active; AID 1235;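 active means inhibition above 30% in each of the two pooled mixtures holding the compound, so the lower value exceeds 30%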;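 further: 0% = serum in Mg-EGTA without compound and 100% = EDTA serum blank; some compounds past the cut are filed as inactive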
#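 Test system: human serum complement alternative pathway, C3 deposition onto LPS / Medium: Mg2+-EGTA GVB++ buffer containing human serum at 1:15 dilution / Probe or stimulus: Plate-bound LPS / Times: 1 h at 37 °C / Signal: ELISA with HRP anti-human C3 antibody, TMB substrate, absorbance 450 nm / Measure: percent inhibition / Repeats: two pool placements per compound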
# FXIIa mix inh: blocks human factor XIIa in pooled compound mixtures; 62,000 tested, 0.2% active; purified FXIIa, fluorogenic substrate; inhibition, % at 5 µM; P00748;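 further: 0% = enzyme without compound and 100% = no enzyme blank; some results filed as inactive read as strong as hits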
# Target sequence (P00748 20-372 limits assumed): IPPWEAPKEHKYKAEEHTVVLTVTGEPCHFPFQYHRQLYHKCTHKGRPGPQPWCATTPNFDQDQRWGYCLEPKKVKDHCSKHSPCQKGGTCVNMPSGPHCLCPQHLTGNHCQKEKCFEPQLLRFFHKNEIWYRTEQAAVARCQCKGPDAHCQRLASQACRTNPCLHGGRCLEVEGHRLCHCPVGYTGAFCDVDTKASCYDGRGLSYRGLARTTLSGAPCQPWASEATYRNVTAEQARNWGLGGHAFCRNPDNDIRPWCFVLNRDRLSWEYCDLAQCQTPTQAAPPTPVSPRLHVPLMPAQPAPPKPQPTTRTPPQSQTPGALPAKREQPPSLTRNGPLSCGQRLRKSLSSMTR
# Target sequence (P00748 373-615 limits assumed): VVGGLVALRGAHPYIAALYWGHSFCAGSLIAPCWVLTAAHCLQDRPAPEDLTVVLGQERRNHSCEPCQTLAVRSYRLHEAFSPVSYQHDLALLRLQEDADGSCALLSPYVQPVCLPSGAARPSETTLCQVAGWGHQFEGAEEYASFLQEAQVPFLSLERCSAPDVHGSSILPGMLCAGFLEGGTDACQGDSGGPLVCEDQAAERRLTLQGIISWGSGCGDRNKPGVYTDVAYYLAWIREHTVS
# CatS inh: inhibitors of human cathepsin S. recombinant cathepsin S, AMC dipeptide fluorescence, pooled mixtures. inhibition, %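 (tested at 5 µM per compound within 10-compound mixtures)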. 62,000 tested, 0.06% active; in the data active means inhibition above about 32%, passing the limit was not always enough;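 further: 0% = enzyme without compound and 100% = blank without enzyme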
# C1s block: human complement C1s inhibition | P09871 | purified C1s, fluorogenic AMC substrate, pooled mixtures | mean inhibition % of two 10-compound mixtures (stronger effect = higher value), % at 5 µM (by protocol) | 62,000 tested, 0.16% active | AID 538;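 active means inhibition above 20% in each of the two 10-compound mixture wells holding the compound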;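 further: 0% = enzyme wells lacking compound mixture and 100% = no-enzyme blank wells; some compounds called inactive have numbers as strong as hits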
# CatB inh: human cathepsin B inhibition. 63,000 tested, 0.1% active. inhibition, %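 (tested at 10 µM)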. P07858. AID 453. purified cathepsin B, fluorogenic substrate, fluorescence; in the data active means inhibition above about 21%;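 further: 0% = enzyme with no compound and 100% = no enzyme blank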
# Cathepsin G inh: inhibitors of human cathepsin G; P08311; purified enzyme, AMC-tetrapeptide fluorescence, pooled mixtures; inhibition, % at 5 µM (by protocol); 62,000 tested, 0.2% active;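 active means inhibition above 20% in each of the two mixture wells holding the compound; inactive means inhibition of 20% or less in either well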;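 further: 0% = enzyme control without mixture and 100% = blank lacking enzyme; strong numbers were not always called active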
# CatB mixtures: human cathepsin B inhibition by mixtures. AID 488. P07858. 62,000 tested, 0.06% active. Purified cathepsin B, AMC dipeptide fluorescence, compound mixtures. inhibition, %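 (ten-compound pools at 5 µM per compound and 50 µM total)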; in the data active means inhibition above about 22%, passing the limit was not always enough;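 further: 0% = enzyme without compound and 100% = no enzyme blank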
# The depositor's hits bear a star; x = no result given. Unless noted, no stated cut-off is given here; in the data, active means inhibition above about 20% (passing the limit was not always enough); inactive means the rest. Not all compounds are listed; rates above refer to the full screens.
SMILES,FXIa mix inh,CatL block,AP complement,FXIIa mix inh,CatS inh,C1s block,CatB inh,Cathepsin G inh,CatB mixtures
COc1cc(C)nc(NCc2ccccc2)n1,5,8,8,8,-10,-6,-4,11,1
Cc1ccc(Cl)cc1N1CCN(C(=O)CCS(=O)(=O)c2cccc3nonc23)CC1,5,-8,14,5,-6,2,4,3,3
CCOc1ccc(C2/C(=C(\O)c3ccc(OC)c(OC)c3)C(=O)C(=O)N2c2cc(C)on2)cc1OC (centres undefined),6,-19,29,1,-9,10,2,8,2
CCN(CC)C(=O)C(C)N(C#N)c1nc(SC)nc(N(C)C)n1 (centres undefined),9,0,20,0,0,0,-5,-1,7
C=CCn1c(=N)n(CC(O)c2ccco2)c2ccccc21 (centres undefined),4,6,-9,3,15,-19,7,-11,5
CSc1ccccc1N=CC1=C(O)CC(C)(C)CC1=O,-4,1,-6,-2,7,6,2,9,-9
CN(C)S(=O)(=O)c1cccc(C(=O)OCC(=O)Nc2sccc2C(N)=O)c1,4,7,-25,-1,11,-12,7,-3,3
COc1cccc(-c2csc(N3CCN(S(=O)(=O)c4ccc(F)cc4)CC3)n2)c1,4,4,-6,8,7,1,6,-1,4
CCN(CC)c1ccc(NC(=O)c2ccccc2F)cc1,2,12,6,11,14,-15,9,15,4
COc1ccc(NS(=O)(=O)c2ccc(N)cc2)nn1,3,22,17,-17,-39,-9,1,1,-6
COc1ccc(N2Cc3ccccc3C2)cc1Cl,5,6,0,4,-4,13,1,9,3
O=C(NCc1ccccn1)C1CCCN(S(=O)(=O)c2ccccc2)C1 (centres undefined),-3,8,-9,0,12,-13,6,-2,0
C=CCNc1ncnc2c1ncn2C1OC(CO)C(O)C1O (centres undefined),-15,-7,11,5,-18,-80,2,-8,-10
Cc1ccc(C(=O)Nc2ccc(Cl)cn2)cc1,12,-3,-1,-19,11,-6,3,1,9
CC(=O)N1C(=O)C2(C(C#N)=C(N)Oc3cc(C)oc(=O)c32)c2ccccc21 (centres undefined),1,-4,-6,7,8,-11,0,-12,5
COc1ccc(F)cc1S(=O)(=O)Nc1ccc(C)cc1,3,17,-5,0,11,-3,1,8,-2
CCc1nnc(SCc2ccc(OC(C)C)cc2)n1N,-1,18,9,2,13,-2,2,4,-3
COc1cccc(-c2nc(-c3ccc(NC(=O)c4cccnc4)cc3)no2)c1,-2,0,23,11,-8,1,1,7,2
Cc1ccc(-c2nnc(N3CCN(C(=O)CN4C(=O)c5ccccc5C4=O)CC3)c3ccccc23)cc1,0,10,-2,6,-2,4,1,10,-11
O=C(OCn1nnc2ccccc2c1=O)c1cn(-c2ccccc2)nc1-c1cccnc1,6,5,2,5,11,18,13,10,3
COc1ccc(NC2=C(C)C(=O)CC2)cc1,10,-9,4,4,-1,0,-3,4,0
COc1ccc(CNC(=O)c2cc(-c3ccccc3O)n[nH]2)cc1,1,8,8,3,-4,5,-2,10,-6
CCOC(=O)c1c(C)oc2c1c(C(c1ccncc1)N1CCOCC1)c(O)c1ccccc12 (centres undefined),5,6,-14,-2,10,-18,1,1,2
CC(C)COc1ccc(C(=O)CCN2CCCCC2)cc1,9,7,2,15,7,0,-3,1,6
O=C(c1cccs1)c1ccc(-c2cccs2)s1,-14,-11,14,4,-15,-71,-2,-4,-4
SMILES,FXIa mix inh,CatL block,AP complement,FXIIa mix inh,CatS inh,C1s block,CatB inh,Cathepsin G inh,CatB mixtures
CCOc1ccc(CCN2C(=O)C3C4C=CC(C4)C3C2=O)cc1OCC (centres undefined),6,-1,13,4,-5,18,3,12,7
O=C1C2CC=C(Cl)CC2C(=O)N1CCc1ccccc1 (centres undefined),4,8,14,1,1,10,3,9,4
Cc1ccc(-c2noc(CCCC(=O)N3CCOCC3)n2)cc1,11,-1,15,1,3,4,-5,1,6
Cn1c(=O)[nH]c(=O)c2c1nc(N1CCc3ccccc3C1)n2CCSc1nc2ccccc2s1,-12,0,4,10,-12,-44,-2,0,3
CCC(C)NC(=O)N[C@@H](CCSC)C(=O)O (some centres undefined),0,4,16,0,0,12,2,11,5
CCCC1(C(=O)O)NC(c2ccccc2O)C2C(=O)N(Cc3ccccc3)C(=O)C21 (centres undefined),1,11,9,3,5,13,0,14,4
Cn1c(=O)oc2cc(S(=O)(=O)N3CCN(c4cccc(Cl)c4)CC3)ccc21,2,2,17,6,0,11,0,11,4
N#Cc1ccc(CSc2nnc(NC(=O)C3CCCO3)s2)cc1 (centres undefined),15,-3,18,5,1,-6,1,6,3
Cc1cc(OCC(=O)Nc2cc(-c3nn4c(C)nnc4s3)ccc2C)ccc1Cl,0,x,16,-4,3,1,3,7,1
COc1ccc(C(C)=O)c(Oc2nc(CN3CCOCC3)nc3scc(-c4cccs4)c23)c1,2,17,15,5,5,-22,-4,1,2
c1cc2[nH]snc2c2nc(C3CC3)nc12,2,13,-39,0,15,-33,7,-12,5
CCCCCN(C(=O)NC(=O)Nc1ccccc1C)S(C)(=O)=O,-7,6,19,-5,-4,-1,3,4,4
CCOC(=O)c1ccc(N2CSC3=C(C#N)C(c4ccc(OC)cc4OC)CC(=O)N3C2)cc1 (centres undefined),4,25,-8,-1,21,-10,7,-6,4
O=S(=O)(Nc1ccc(S(=O)(=O)N2CCOCC2)cc1)c1ccccc1,6,19,-9,0,3,0,6,11,-2
COc1ccc(S(=O)(=O)Nc2ccc(S(=O)(=O)Nc3nc(C)cc(C)n3)cc2)cc1OC,-2,13,1,1,10,2,-2,1,-2
O=C(c1ccc(Cl)cc1)N1CCN(C(=O)c2ccco2)CC1,-2,x,26,5,-9,-50,0,-10,-7
COc1cc(NC(=O)C2CCCCC2)c(OC)cc1NC(=O)c1ccco1,8,16,4,-2,19,7,4,10,4
CC(C)NC(=O)N(O)C1N(Cc2ccc3c(c2)OCO3)C(=S)SC1(C)C (centres undefined),-3,6,-9,-1,5,-3,-3,3,0
NC(=O)COC(=O)CCCc1c[nH]c2ccccc12,11,11,3,9,0,-9,3,0,0
O=C(Cn1cnc2c(cnn2-c2ccc(F)cc2)c1=O)N1CCN(c2ccccc2)CC1,6,-1,6,2,-3,13,4,12,5
Nc1nc(-c2ccccc2)cc(N2CCCCC2)n1,4,8,-11,7,19,-16,10,-11,16
COc1ccc(-c2nc3cc(NC(=O)c4ccc5c(c4)OCO5)ccc3o2)cc1,4,-16,25,7,-1,3,-5,0,8
CN(C)c1ccnc(SCc2ccccc2Cl)c1C#N,4,-6,6,-18,-1,0,-1,-4,2
CCOC(=O)N1CCC(NC(=O)c2ccc3c(c2)sc2nc(-c4cccc(OC)c4)cn23)CC1,4,0,9,-18,6,12,3,10,8
Cc1ccc(-c2cc(=O)[nH][nH]2)c(C)c1,1,19,-2,9,21,1,3,3,1
SMILES,FXIa mix inh,CatL block,AP complement,FXIIa mix inh,CatS inh,C1s block,CatB inh,Cathepsin G inh,CatB mixtures
c1cncc(-c2noc(-c3ccco3)n2)c1,7,5,8,1,14,4,2,9,4
CCOC(=O)c1ccc(NC(=O)CC2COc3ccccc3O2)cc1 (centres undefined),2,x,2,4,3,6,-2,0,2
CC1(C)CC(=O)C2=C(C1)OC(/N=C/N1CCOCC1)=C(C#N)C2c1ccccc1 (centres undefined),10,8,10,4,-5,17,0,13,6
Cc1nn2c(c1-c1ccccc1)N=C(c1ccco1)CC2c1ccccc1 (centres undefined),7,41,15,5,9,6,8,10,2
Cc1noc(C)c1C(=O)Nc1sc(C)c(C)c1C#N,10,-2,11,2,-26,3,-3,3,6
Cc1ccc(Cl)cc1NC(=O)CC(O)(C(F)(F)F)C(F)(F)F,-1,3,13,3,2,-1,1,12,5
CCSc1nc(O)c(C2OC(=O)c3c2ccc(OC)c3OC)c(=O)n1-c1ccccc1 (centres undefined),11,1,1,8,15,9,2,12,0
CC#CCCCC(=O)Nc1ccccc1C(=O)O,8,-1,6,5,-3,12,-2,13,1
COC(=O)c1ccccc1NC(=O)c1cccs1,5,7,6,11,4,16,17,9,4
CCOC(=O)Cn1nnnc1CN(Cc1ccccc1)Cc1cc2cc(CC)ccc2[nH]c1=O,8,x,4,0,0,1,0,-2,3
CCCN1C(=O)C2(C(C(=O)c3ccc(C)o3)=C(O)C(=O)N2CCCN2CCOCC2)c2ccccc21 (centres undefined),7,-1,0,2,8,-2,3,3,-1
Cc1ccc(OCc2nnc(NC(=O)c3ccco3)s2)c(C)c1,9,8,10,2,3,0,-1,-1,0
CSc1ncc(Cl)c(C(=O)NCc2ccc3c(c2)OCO3)n1,5,-3,-18,5,22,-10,9,-10,7

# Compounds from the list above that have a halogen:
SMILES,FXIa mix inh,CatL block,AP complement,FXIIa mix inh,CatS inh,C1s block,CatB inh,Cathepsin G inh,CatB mixtures
Cc1ccc(Cl)cc1N1CCN(C(=O)CCS(=O)(=O)c2cccc3nonc23)CC1,5,-8,14,5,-6,2,4,3,3
COc1cccc(-c2csc(N3CCN(S(=O)(=O)c4ccc(F)cc4)CC3)n2)c1,4,4,-6,8,7,1,6,-1,4
CCN(CC)c1ccc(NC(=O)c2ccccc2F)cc1,2,12,6,11,14,-15,9,15,4
COc1ccc(N2Cc3ccccc3C2)cc1Cl,5,6,0,4,-4,13,1,9,3
Cc1ccc(C(=O)Nc2ccc(Cl)cn2)cc1,12,-3,-1,-19,11,-6,3,1,9
COc1ccc(F)cc1S(=O)(=O)Nc1ccc(C)cc1,3,17,-5,0,11,-3,1,8,-2
O=C1C2CC=C(Cl)CC2C(=O)N1CCc1ccccc1 (centres undefined),4,8,14,1,1,10,3,9,4
Cn1c(=O)oc2cc(S(=O)(=O)N3CCN(c4cccc(Cl)c4)CC3)ccc21,2,2,17,6,0,11,0,11,4
Cc1cc(OCC(=O)Nc2cc(-c3nn4c(C)nnc4s3)ccc2C)ccc1Cl,0,x,16,-4,3,1,3,7,1
O=C(c1ccc(Cl)cc1)N1CCN(C(=O)c2ccco2)CC1,-2,x,26,5,-9,-50,0,-10,-7
O=C(Cn1cnc2c(cnn2-c2ccc(F)cc2)c1=O)N1CCN(c2ccccc2)CC1,6,-1,6,2,-3,13,4,12,5
CN(C)c1ccnc(SCc2ccccc2Cl)c1C#N,4,-6,6,-18,-1,0,-1,-4,2
Cc1ccc(Cl)cc1NC(=O)CC(O)(C(F)(F)F)C(F)(F)F,-1,3,13,3,2,-1,1,12,5
CSc1ncc(Cl)c(C(=O)NCc2ccc3c(c2)OCO3)n1,5,-3,-18,5,22,-10,9,-10,7
